Assay outcomes from PubChem BioAssay.
RORa activator: activates the human nuclear receptor RORA; 1.5% of 65,000 active; activation, % at 10 µM; CHO-K1 Gal4-RORA LBD luciferase reporter, luminescence; percent increase over mock-subtracted basal signal;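 active means activation above the mean of all tested compounds plus 3 SD, cut at about 49% in these data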;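 further: 0% = DMSO-treated RORA cells and 100% = added signal equal to DMSO minus mock-transfected cells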
E coli RNAP: Escherichia coli RNA polymerase inhibition; P0A8V2; E. coli RNA polymerase, fluorescence transcription assay; inhibition, %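 (tested at 10 µM)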; 0.2% of 62,000 active; AID 559; in the data active means inhibition above about 20%;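 further: 0% = enzyme without compound and 100% = no enzyme blank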
Target sequence (P0A8V2 whole entry, looked up): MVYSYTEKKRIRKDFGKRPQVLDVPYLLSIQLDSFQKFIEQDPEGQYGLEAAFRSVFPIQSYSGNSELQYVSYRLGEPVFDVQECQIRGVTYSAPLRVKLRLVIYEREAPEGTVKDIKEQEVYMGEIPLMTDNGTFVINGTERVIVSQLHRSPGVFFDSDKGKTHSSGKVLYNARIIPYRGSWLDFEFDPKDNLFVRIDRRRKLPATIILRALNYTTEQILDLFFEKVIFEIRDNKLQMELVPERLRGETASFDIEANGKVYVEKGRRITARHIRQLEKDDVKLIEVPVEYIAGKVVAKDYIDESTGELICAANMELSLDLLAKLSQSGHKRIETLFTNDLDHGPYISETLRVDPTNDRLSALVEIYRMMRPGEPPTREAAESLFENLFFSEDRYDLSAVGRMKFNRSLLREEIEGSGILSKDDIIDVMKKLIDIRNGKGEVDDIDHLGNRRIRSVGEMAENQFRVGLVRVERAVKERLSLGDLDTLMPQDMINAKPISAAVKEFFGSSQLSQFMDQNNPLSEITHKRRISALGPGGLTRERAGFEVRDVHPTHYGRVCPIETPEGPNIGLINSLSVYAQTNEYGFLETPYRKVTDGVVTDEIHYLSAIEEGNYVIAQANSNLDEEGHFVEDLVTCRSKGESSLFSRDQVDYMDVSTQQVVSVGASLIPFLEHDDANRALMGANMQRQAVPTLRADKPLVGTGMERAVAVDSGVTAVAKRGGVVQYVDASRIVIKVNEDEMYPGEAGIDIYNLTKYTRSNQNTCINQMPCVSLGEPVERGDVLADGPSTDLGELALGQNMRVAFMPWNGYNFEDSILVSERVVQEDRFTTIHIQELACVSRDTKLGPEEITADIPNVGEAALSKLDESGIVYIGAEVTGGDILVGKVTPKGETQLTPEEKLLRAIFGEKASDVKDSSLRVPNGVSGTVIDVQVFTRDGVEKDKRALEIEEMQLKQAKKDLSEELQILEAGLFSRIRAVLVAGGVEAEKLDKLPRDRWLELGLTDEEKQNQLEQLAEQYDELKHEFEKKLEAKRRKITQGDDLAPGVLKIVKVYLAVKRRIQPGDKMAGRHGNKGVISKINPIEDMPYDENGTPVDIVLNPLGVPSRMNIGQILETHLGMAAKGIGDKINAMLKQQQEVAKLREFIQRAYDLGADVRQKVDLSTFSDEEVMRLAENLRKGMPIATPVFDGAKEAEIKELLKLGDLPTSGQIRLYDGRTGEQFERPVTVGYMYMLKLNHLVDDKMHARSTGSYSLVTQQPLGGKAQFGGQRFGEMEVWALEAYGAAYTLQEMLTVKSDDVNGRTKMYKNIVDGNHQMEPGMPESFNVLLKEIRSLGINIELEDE
Fluor 339 460: intrinsic fluorescence of library compounds, ex339/em460 – biochemical, MLSMR library, data from DPM-DC assay, artefact control, profiling panel; compound autofluorescence, ex339/em460 nm, NADH buffer; stronger effect = higher value; 1 = no-compound wells, NADH background; fluorescence fold increase at 10 µM; 5.5% of 65,000 active; AID 709;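 active means at 10 µM, mean starting fluorescence two-fold or more over control wells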;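 further: signal is the first read of a kinetic run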
NADH enzymes: inhibition of NAD/NADH coupling enzymes, library profiling; coupled PK/LDH NADH assays, four targets; IC50, µM (titrated, usually from 10 µM), without a hit: top-dose inhibition; 0.02% of 65,000 active;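 active means single-dose screening hits from any of four coupled enzyme assays that gave an IC50 when retested across doses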;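 further: the DPM-DC format reads NADH fluorescence rather than 340 nm absorbance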
TNAP act mid DEA: activators of human TNAP at intermediate phosphate acceptor; P05186; purified TNAP, CDP-star luminescence, 100 mM DEA, 30 min; stronger effect = higher value; scale: 0 levamisole-inhibited, 1 vehicle-only enzyme; activation factor at 20 µM; 64,000 tested, under 10 active;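 active means activation factor of at least 2 at 20 µM, relative to controls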
M1 antagonist: antagonists of rat M1 muscarinic receptor; P08482; 3.4% of 64,000 active; CHO-M1 cells, Fluo-4 calcium, ACh EC80 antagonist mode; stronger effect = lower value; AID 628; B-score at 10 µM;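 active means calcium fluorescence response, raw or row-and-column corrected B-score, differing from the plate sample mean either way at a set confidence level, mostly lower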
M1 ag: M1 muscarinic receptor agonism. CHO-M1 cells, Fluo-4 calcium fluorescence, agonist mode; stronger effect = higher value. B-score at 10 µM. 3% of 64,000 active. AID 626;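 active means fluorescence rise, raw or as B-score row- and column-corrected plate score, outside the 99.7% band of its plate's samples, either direction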
tolC growth inh: E. coli tolC mutant growth inhibition | E. coli BW25113 tolC mutant growth, OD615 | growth inhibition, % at 10 µM (by protocol) | 2.2% of 65,000 active | AID 573;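 active means growth inhibition at or above a cutoff equal to the mean over every tested compound plus 3 SD, cut at about 60% in these data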;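 further: growth measured after 20 h incubation at 37 °C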
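System: E. coli ΔtolC::kan strain BW25113; Buffer or medium: LB broth supplemented with 50 µg/mL kanamycin; Compound: 10 µM final, single dose; Incubation: bacterial growth with compound for 20 h at 37 °C; Signal: A615 absorbance measurement; Evaluation: growth inhibition in percent.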
SF1 activator: activators of human nuclear receptor SF-1; activation, % at 10 µM; AID 522; CHO-K1 Gal4-SF-1 LBD luciferase reporter; % increase over DMSO SF-1-specific signal; Q13285; 1.9% of 65,000 active;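 active means activation above the mean activation of all tested compounds plus 3 SD, cut at about 50% in these data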
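Assay system: CHO-K1 cells co-transfected with Gal4 DBD–human SF-1 LBD, 5xGal4 luciferase reporter / Input: 4,000 cells per well / Incubation: 20 h compound exposure at 37 °C after 1 h cell settling / Detection: SteadyLite luciferase luminescence / Control set: DMSO negative control and −SF1 background wells / Replication: one test per compound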
Starred values were filed as active, the others as inactive; / = no result given; [ ] = dose if it differs, or a comment.

SMILES | RORa activator | E coli RNAP | Fluor 339 460 | NADH enzymes | TNAP act mid DEA | M1 antagonist | M1 ag | tolC growth inh | SF1 activator
CCCCCCn1c2c(c(=N)c3c1CCC3)CCC2 | -27 | 9 | 1.1 | 2% | 0.9 | -0.47 | 1.3 | 90* | 13
CCC(=O)Nc1ccc2nc(C3CC3)n(Cc3ccccc3)c(=O)c2c1 | 24 | 3 | 1.1 | 6% | 0.9 | -0.78 | -1.3 | -19 | 63*
O=C1CC(c2ccco2)CC2=C1C1c3ccccc3C(=O)N1c1ccccc1N2 (stereo not drawn) | -4 | 2 | 1 | 8% | 0.9 | -0.0099 | 0.84 | 89* | -1
CN1C(=O)C2(c3ccccc31)C1CCCC=C1C(C#N)=C(N)C2(C#N)C#N (stereo not drawn) | -11 | 3 | 1.1 | 5% | 0.8 | 0.96 | 1.3 | 7 | -12
O=C(CCc1nc(-c2ccccc2)no1)N1CCCC1 | 7 | 7 | 1.1 | 3% | 0.9 | 1.7 | -0.33 | -1 | 19
COc1ccc(-c2nnc3sc(CCN4C(=O)c5ccccc5C4=O)nn23)cc1 | -20 | 9 | 1.1 | 11% | 0.9 | -2.2 | -0.51 | -4 | -8
CCOC(=O)c1sc2ncnc(N3CCN(c4ccc(OC)cc4)CC3)c2c1C | 5 | 5 | 1.1 | 6% | 0.9 | -1.2 | -0.16 | -6 | -7
CCOC(=O)c1cnc2c(C)cccc2c1NCc1ccco1 | / | 1 | 1.4 | 8% | 0.9 | -8.3* | 1.8 | 17 | /
CCOC(=O)C1CCN(C(=O)CS(=O)Cc2nc(-c3ccc(C)cc3)oc2C)CC1 (stereo not drawn) | 23 | 10 | 1.1 | 7% | 0.9 | 0.0079 | 0.26 | -8 | 7
CSc1nnc(CNC(=O)c2ccccc2)n1-c1ccc(F)cc1 | 9 | 5 | 1.1 | 0% | 1 | 0.94 | 0.82 | 7 | -1
COC(=O)c1ccc(NC(=O)CN2CCOCC2)cc1 | -23 | / | 1.2 | 5% | 0.8 | -0.42 | 1 | -17 | 6
O=C(Cn1c(=O)oc2ccccc21)NC(=O)NCc1ccco1 | 13 | 11 | 1 | 1% | 1 | -0.047 | -0.36 | -25 | 1
Cc1ccc(CCNC(=O)c2nnn(-c3cccc(C)c3)c2N)cc1 | -4 | -1 | 1.1 | 2% | 0.9 | 0.74 | 0.18 | 4 | -18
O=C1N=C(c2ccccc2)C(c2ccccc2)N1 (stereo not drawn) | / | -1 | 2.2* | 5%[fluoresces] | 0.9 | -0.3 | 0.79 | -3 | /
CC(C)CC(=O)Nc1c2c(nn1-c1ccc(F)cc1)CSC2 | -4 | 9 | 0.89 | 5% | 0.9 | -0.014 | 0.16 | -13 | 3
COc1ccc(C(=O)CSc2nnc(C(CO)NC(=O)c3ccc(OC)cc3)n2C)cc1 (stereo not drawn) | -15 | 2 | 1.1 | 5% | 0.9 | -0.93 | -0.48 | -5 | -22
O=C(CSc1nc2ccccc2c2nc3ccccc3n12)NCc1ccco1 | 0 | 1 | 1.3 | 6% | 0.9 | / | / | 0 | -12
Cc1ccc(S(=O)(=O)N2CCCC2C(=O)Nc2nc3c(s2)CCCC3)cc1 (stereo not drawn) | 11 | 4 | 1 | 7% | 0.9 | 1.1 | 0.19 | 13 | -12
COc1ccc2c(c1)c(=O)oc1cc(OCC(=O)NC3CC3)ccc12 | -12 | 0 | 3.7* | 6%[fluoresces] | 1 | -0.019 | -0.053 | 12 | -8
Cc1ccc(S(=O)(=O)NCC(=O)OC2CCOC2=O)cc1 (stereo not drawn) | -11 | 4 | 1.1 | 0% | 1 | -1.7 | -0.98 | -21 | -1
COC(=O)c1ccc(C(=O)OC)c(NC(=O)CN2CCN(c3ccccc3)CC2)c1 | -6 | -14 | 1.1 | 9% | 1 | -0.48 | 0.42 | 5 | 9
COc1ccc(C(OC(=O)c2ccco2)C(=O)NC2CCCCC2)cc1OC (stereo not drawn) | -31 | 4 | 1.1 | 5% | 0.9 | 1.1 | -0.68 | -7 | 4
NC(=O)OCC(COC(N)=O)c1ccccc1 | -13 | 6 | 1 | 3% | 0.9 | 0.3 | -0.16 | 15 | -4
Cc1ccc(C)c(N(CC(=O)NC2CCCC2)C(=O)CCCC(=O)Nc2ccccn2)c1 | 20 | 3 | 1 | 6% | 1 | 0.021 | -0.83 | -4 | 4
C=CCSc1nnc(NC(=O)CSc2ccccn2)s1 | -22 | 8 | 1.1 | 10% | 0.9 | -1.4 | 0 | 28 | 12
CC(C)(C)c1nnc2sc(SCCN3C(=O)c4ccccc4C3=O)nn2c1=O | -3 | -6 | 1.1 | 2% | 0.9 | -0.71 | 0.91 | 22 | -19
Cc1ccc(-c2nc3cccnc3o2)cc1NC(=O)COc1ccc(Cl)cc1C | -8 | 6 | 1.8 | 4% | 0.8 | -0.36 | -0.0099 | 10 | 5
CC(C)(C)C(=O)Nc1ccccc1C(=O)Nc1cccnc1 | -2 | 3 | 1.1 | 4% | 1 | 0.63 | 0.25 | 1 | -6
O=C(O)CCSc1ccc2ccccc2n1 | -9 | 1 | 1.1 | 4% | 0.9 | 0.14 | -0.27 | 2 | -6
O=C(c1cnc2sccn2c1=O)N(Cc1ccccc1)c1ccccn1 | 3 | 10 | 1 | 5% | 0.8 | 0.019 | -0.21 | -12 | 5
O=C(c1cccnc1)N1CCC(c2nc3ccccc3[nH]2)CC1 | -1 | / | 1.1 | 4% | 0.9 | -0.0036 | -0.38 | 6 | 2
O=C(NCCCN1CCOCC1)[C@@H]1CSC2c3ccccc3C(=O)N21 (stereo partly drawn) | -2 | / | 1.1 | 2% | 0.9 | 0.33 | -1.3 | -17 | -8
CCc1ccccc1N(CC(=O)O)S(C)(=O)=O | 11 | 7 | 1.1 | 3% | 0.9 | 0.12 | -0.54 | 0 | 7
COc1cc(C2c3c(-c4ccccc4)n[nH]c3C(=O)N2c2ccccc2)ccc1O (stereo not drawn) | -8 | 10 | 1.1 | 9% | 1 | 0.33 | 0.11 | 18 | -1
O=C(O)CCc1ccc(-c2ccccc2)o1 | -10 | 0 | 1 | 3% | 0.9 | -0.38 | -1.8 | -7 | -8
Cc1ccccc1C(=O)/C=C1\NC(=O)CS1 | -16 | -3 | 1 | 11% | 1 | -0.23 | 0.78 | -4 | 6

Given with values under each structure: part of the list above.
Second line of a record: RORa activator | E coli RNAP | Fluor 339 460 | NADH enzymes | TNAP act mid DEA | M1 antagonist | M1 ag | tolC growth inh | SF1 activator
> CC(C)(C)C(=O)Nc1ccccc1C(=O)Nc1cccnc1
    -2 | 3 | 1.1 | 4% | 1 | 0.63 | 0.25 | 1 | -6
> O=C(O)CCSc1ccc2ccccc2n1
    -9 | 1 | 1.1 | 4% | 0.9 | 0.14 | -0.27 | 2 | -6

(more compounds)
SMILES | RORa activator | E coli RNAP | Fluor 339 460 | NADH enzymes | TNAP act mid DEA | M1 antagonist | M1 ag | tolC growth inh | SF1 activator
CN(CCNC(=O)c1ccc(N2CCCC2=O)cc1)CCc1ccccc1 | -1 | 9 | 1 | 4% | 0.8 | -0.75 | -0.45 | -11 | -6
COc1ccc(C(=O)C2CCCCC2=O)cc1 (stereo not drawn) | -29 | 11 | 1.1 | 3% | 0.8 | -0.28 | 2.1 | -5 | 4
CCOC(=O)c1nn(-c2ccc3c(c2)OCO3)cc1O | -3 | 7 | 2.1* | 8%[fluoresces] | 1 | -0.61 | 2.1 | 2 | 12
Cn1ccnc1SCC(=O)Nc1ccc2nc(SCC(=O)NC3CC3)sc2c1 | 41 | 5 | 1.1 | 0% | 1.1 | 0.2 | 0.0061 | -9 | 7
CCOCCn1c(-c2ccc(OC)cc2)nc2ccccc21 | 10 | 12 | 1.1 | 0% | 1 | -0.32 | -0.15 | -6 | 43
CCOC(=O)CCn1c(=O)c2c(nc(Br)n2Cc2ccccc2)n(C)c1=O | -13 | 8 | 1.1 | 5% | 0.9 | / | / | 8 | -14
CS(=O)(=O)Nc1ccc(S(=O)(=O)NCCc2ccccc2)cc1 | -4 | -1 | 1.1 | 6% | 1 | -0.93 | -1.7 | 3 | -6
CCOC(=O)C(C(=O)OCC)C(=O)c1cc(OC)c(OC)c(OC)c1 | -16 | 5 | 1.3 | 5% | 1 | 0.54 | 0.082 | -18 | 1
CC(=O)Nc1ccc2oc(-c3cc(F)c(F)cc3Cl)nc2c1 | 52* | / | 3.8* | 4%[fluoresces] | 0.9 | -0.22 | -0.21 | -2 | 53*
Cc1ccc(S(=O)(=O)Nc2ccc3nc(-c4cccn4C)[nH]c3c2)cc1 | -6 | 10 | 1.2 | 1% | 0.9 | -0.15 | 0.73 | 40 | 10
CCCCc1c(O)nc(SCC(=O)N2CCOCC2)n(-c2ccccc2C)c1=O | 1 | / | 1.1 | 5% | 0.8 | 0.45 | 0.039 | -3 | 3
CCOC(=O)CCC(=O)c1c(C)oc2ccc(OC)cc12 | -14 | -2 | 1.1 | 2% | 0.9 | 0.67 | 1.2 | -1 | -21
Cc1ccc2c(c1)C1CCCC3C1N2CC(=O)N3Cc1ccccc1 (stereo not drawn) | / | 7 | 1.1 | 6% | 0.9 | 0.019 | 0.36 | 25 | /
COc1cc(N2CCCC2)c(OC)cc1/C=c1/sc2nc3ccccc3n2c1=O | 9 | 4 | 1.1 | 1% | 0.8 | 0.27 | 13* | 15 | 54*
O=C(COC(=O)c1cnccn1)c1ccc(Br)cc1 | -14 | 7 | 1.1 | 2% | 0.9 | 0.056 | -0.57 | -15 | -12
O=C(c1cccc(N2C(=O)C3CC=CCC3C2=O)c1)N1CCCCCC1 (stereo not drawn) | 7 | 2 | 1.1 | 6% | 0.9 | 0.011 | -0.67 | -3 | 16
Cc1cc(=O)[nH]c(SCc2nc3ccccc3n2Cc2ccccc2)n1 | -24 | 3 | 0.86 | 7% | 0.9 | / | / | 12 | 11
O=C(NC1(C(F)(F)F)NC(=O)N(C2CCCCC2)C1=O)c1cccs1 (stereo not drawn) | -13 | 8 | 1.1 | 1% | 0.9 | -0.11 | 0.19 | 16 | -10
CCOCCOC(=O)c1cccc(NC(=O)OCC)c1 | -19 | / | 1.1 | 2% | 0.9 | 0.06 | -0.53 | 0 | 8
Cc1ccc(/C=c2\sc3nc(-c4ccccc4Br)nn3c2=O)o1 | 7 | 10 | 1 | 3% | 0.7 | -0.48 | -2.4 | 0 | -16
COCCn1c(CN2CCN(c3ccc(OC)cc3)CC2)nc2c1c(=O)n(C)c(=O)n2C | -10 | 5 | 1.1 | 5% | 0.9 | 0.5 | -0.6 | -14 | 3
Cc1onc(-c2c(F)cccc2Cl)c1C(=O)NCC1COc2ccccc2O1 (stereo not drawn) | 2 | 5 | 0.92 | 5% | 0.9 | 0.28 | -0.00086 | 29 | -11
CCOC(=O)c1oc2cc(O)c(CC)cc2c(=O)c1-c1ccc2c(c1)OCCO2 | 11 | 12 | 1.1 | 3% | 0.9 | 0.43 | 0.45 | 27 | -9
NC(=O)c1ccc(N2CCCCC2)c(N2C(=O)CCC2=O)c1 | -15 | -5 | 1.1 | 1% | 0.9 | 0.31 | -0.18 | -12 | 7
CCOc1ccccc1NC(=O)C1CCN(S(=O)(=O)c2c(C)noc2C)CC1 | -4 | 5 | 1.1 | 3% | 1 | -0.03 | 0 | -6 | 3
